From PubChem
RORgamma inh: qHTS for inhibitors of ROR gamma transcriptional activity | Nuclear receptor ROR-gamma (Mus musculus), P51450 | Drosophila S2 Gal4-RORgamma UAS-luciferase reporter, 20 h | Potency, µM (series often up to 53.6 µM), for the others: top-dose activity change, negative = inhibition, hits mostly inhibitors | 310,000 tested, 5.4% active; note: % is set by controls: 0 for no effect and ±100 for the full control effect; nearly all actives have a fitted effect of over 60% in size
Target sequence (P51450 whole entry, looked up, the tested form may be a part): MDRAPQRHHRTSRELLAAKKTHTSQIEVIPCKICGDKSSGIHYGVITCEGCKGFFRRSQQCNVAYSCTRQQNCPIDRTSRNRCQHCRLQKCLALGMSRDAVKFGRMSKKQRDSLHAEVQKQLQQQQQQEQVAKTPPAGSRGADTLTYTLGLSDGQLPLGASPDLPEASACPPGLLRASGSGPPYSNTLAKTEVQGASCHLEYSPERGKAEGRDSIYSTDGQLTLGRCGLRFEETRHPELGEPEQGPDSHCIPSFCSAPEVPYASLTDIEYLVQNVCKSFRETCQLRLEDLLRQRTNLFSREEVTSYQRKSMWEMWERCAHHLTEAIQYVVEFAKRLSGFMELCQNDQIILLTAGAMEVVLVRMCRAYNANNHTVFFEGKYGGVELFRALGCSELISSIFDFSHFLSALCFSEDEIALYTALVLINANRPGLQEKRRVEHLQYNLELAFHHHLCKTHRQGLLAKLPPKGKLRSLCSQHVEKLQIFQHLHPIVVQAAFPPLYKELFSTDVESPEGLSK
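Luminescence from a UAS-regulated Photinus luciferase reporter in stably transfected Drosophila Schneider cells is measured; decreased signal marks ROR gamma inhibition. Fusion expression is induced by 700 uM copper sulfate for 20 hr.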
uPA surface inh: qHTS for Inhibitors of Cell Surface uPA Generation | Potency, µM (highest dose often 38.3 µM), without a hit: top-dose activity change, negative = inhibition, hits mostly inhibitors | 330,000 tested, 0.31% active | cell surface uPA generation assay, qHTS; active = well fitted inhibition curve with a large enough effect; inconclusive = small, poorly fitted or top-dose-only effect; inactive = no such curve, though single readings can be large or run the other way; tested in mouse RAW 264.7 cells; note: % is set by controls: 0 for no effect and ±100 for the full control effect; nearly all actives have a fitted effect of over 55% in size
BRCA1 expr up: qHTS Assay to Identify Small Molecule Activators of BRCA1 Expression; 380,000 tested, 1.1% active; Potency, µM (top dose mostly 46.1 µM), for the others: top-dose activation, hits mostly activators; MCF7-BRCA1-FFLuc reporter, luminescence, 48 h; response scale: scaled: vehicle 0%, 10 µM genistein 100%; note: nearly all actives have a fitted effect of over 80% in size; some results filed as inactive show a strong effect at the top dose
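Activators of BRCA1 expression were detected as increased firefly luciferase luminescence in engineered MCF7 cells after 48 h compound incubation. Signals were scaled to genistein 10 microM as full activation.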
Rab9 promoter act: qHTS Assay for Rab9 Promoter Activators; Huh7 Rab9 promoter-luciferase reporter, luminescence, 24 h; 320,000 tested, 2.8% active; Potency, µM (highest dose often 9.22 µM), inactives show at the top dose activation, negative = inhibition, hits mostly activators; AID 485297, 2010; note: % of control where 0% means no effect; nearly all actives have a fitted effect of over 60% in size
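Steps: seed 1500 Huh7 Rab9-luc cells per well, rest 2 h at 37 °C; add compound in DMSO; incubate 24 h; add luciferase reagent, 10 min ambient; read luminescence.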
NPC1 promoter act: qHTS Assay for NPC1 Promoter Activators. Huh7 NPC1 promoter luciferase reporter, 24 h. Potency, µM (doses to about 9.22 µM), for the others: top-dose activation, hits mostly activators. 320,000 tested, 2.4% active. AID 485313, 2010;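 note: % of control where 0% means no effect; nearly all actives have a fitted effect of over 60% in size; reporter is driven by a mutant NPC1 promoter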
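NPC1 promoter–luciferase Huh7 cells; 24 h compound; luminescence.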
CXXC DNA block: qHTS Fluorescence Polarization Assay for Inhibitors of MLL CXXC domain - DNA interaction. Histone-lysine N-methyltransferase 2A (Homo sapiens), Q03164. MLL-CXXC / FITC-HOXA9 DNA fluorescence polarization. Potency, µM (highest dose often 115 µM), without a hit: top-dose activity change, negative = inhibition, hits mostly inhibitors. 290,000 tested, 0.037% active. AID 2662, 2010; active = well fitted inhibition curve with a large enough effect in the polarisation, with a control signal flat, not every such curve was filed as active; inconclusive = small, poorly fitted or top-dose-only effect, or effect the other way, or a change in a side signal; inactive = no such curve, though single readings can be large or run the other way; the % refers to the polarisation
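Steps: dispense CXXC domain solution (7 uM) → pin compounds or unlabeled HOX-A9 DNA control → 5 min ambient → add FLSN-HOX-A9 solution (50 nM) → spin → 30 min ambient → fluorescence polarization. Tris pH 7.5/NaCl/DTT/BSA buffer.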
ELG1 genotoxic: qHTS screen for small molecules that induce genotoxicity in human embryonic kidney (HEK293T) cells expressing luciferase-tagged ELG1; Potency, µM (top dose mostly 46 µM), for inactives: at the top dose activity change, positive = activation, hits mostly activators; AID 504466, 2011; HEK293T ELG1-luciferase reporter, luminescence, 16 h; 330,000 tested, 1.3% active; note: % of control where 0% means no effect; nearly all actives have a fitted effect of over 60% in size
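ELG1-luciferase HEK293T cells, 2,000/well; compound pinned in; 16 hr, 37 °C, 5% CO2; ONE-Glo, 30 min RT; luminescence on CCD imager.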
MBNL1-CUG inh: qHTS Assay for Inhibitors of MBNL1-poly(CUG) RNA binding. TR-FRET MBNL1-His/biotin-(CUG)12 binding, 665/545 ratio. Potency, µM (titrated, usually from 57.5 µM), without a hit: at the highest dose activity change, negative = inhibition, usual class: inhibitors. 280,000 tested, 0.036% active. AID 2675, 2010; active = well fitted inhibition curve with a large enough effect in the signal ratio, with a control signal flat, not every such curve was filed as active; inconclusive = small, poorly fitted or top-dose-only effect, or effect the other way, or a change in a side signal; inactive = no such curve, though single readings can be large or run the other way; the % refers to the signal ratio; note: % is set by controls: 0 for no effect and ±100 for the full control effect
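Compound titration spanned 92 nM–58 uM against the MBNL1-His/biotin-(CUG)12 complex. After 60 min at room temperature with 5 nM streptavidin-XL665 and 0.055 ng/ul terbium anti-His, ratiometric 665/545 nm emission (Ex 340 nm) normalized to controls.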
FLuc modulator: qHTS profiling assay for firefly luciferase inhibitor/activator using purifed enzyme and Km concentrations of substrates (counterscreen for miR-21 project); Luciferin 4-monooxygenase (Photinus pyralis), P08659; purified FLuc, Km substrates, luminescence inhibition; Potency, µM (top dose mostly 57.5 µM), inactives show top-dose activity change, negative = inhibition, usual class: inhibitors; 360,000 tested, 6.9% active; AID 588342, 2011;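 note: plate controls were vehicle for no effect and reference inhibitor for full effect; nearly all actives have a fitted effect of over 55% in size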
Target sequence (P08659 whole entry, looked up): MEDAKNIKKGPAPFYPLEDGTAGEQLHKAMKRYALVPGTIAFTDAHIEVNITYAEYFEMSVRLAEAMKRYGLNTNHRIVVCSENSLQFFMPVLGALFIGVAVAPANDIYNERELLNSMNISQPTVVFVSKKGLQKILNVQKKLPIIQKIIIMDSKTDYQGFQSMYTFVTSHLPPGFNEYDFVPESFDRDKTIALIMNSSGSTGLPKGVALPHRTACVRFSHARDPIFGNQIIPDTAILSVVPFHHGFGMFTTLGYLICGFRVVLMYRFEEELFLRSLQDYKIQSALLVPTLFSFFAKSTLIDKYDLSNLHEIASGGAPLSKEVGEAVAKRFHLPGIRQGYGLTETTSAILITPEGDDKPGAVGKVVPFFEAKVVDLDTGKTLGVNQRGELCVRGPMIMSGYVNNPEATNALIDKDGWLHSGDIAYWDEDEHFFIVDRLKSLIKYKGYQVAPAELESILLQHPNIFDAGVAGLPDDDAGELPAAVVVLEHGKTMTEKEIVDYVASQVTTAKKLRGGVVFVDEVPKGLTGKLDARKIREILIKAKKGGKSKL
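Purified P. pyralis luciferase, 10 nM final, with Km-level 10 uM D-luciferin and 10 uM ATP in 50 mM Tris acetate pH 7.5, 10 mM Mg acetate, 0.01% Tween-20, 0.05% BSA; 6-point qHTS titration about 60 µM downward; luminescence read.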
p53 reactivator: qHTS assay for re-activators of p53 using a Luc reporter; H1299 p53-A138V BP100-luciferase reporter, luminescence, 24 h; Potency, µM (highest dose often 92.2 µM), inactives show top-dose activity change, positive = activation, most hits filed as activators; 320,000 tested, 0.063% active; AID 504706, 2011; note: % of control where 0% means no effect; nearly all actives have a fitted effect of over 45% in size
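H1299 (p53-null), stable ts p53-A138V + BP100-Luc; 1000 cells/well, Opti-MEM/10% FBS; cpd 4 pt, 1:5; 24 h, 37 deg C, 5% CO2; detection reagent 10 min RT; luminescence.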
Gal4-VP16 FLuc: VP16 counterscreen qHTS for inhibitors of ROR gamma transcriptional activity; Drosophila S2 Gal4-VP16 UAS-luciferase, luminescence, 20 h; Potency, µM (series often up to 53.6 µM), for inactives: at the highest dose activity, negative = inhibition, actives largely listed as inhibitors; 310,000 tested, 3.5% active; AID 2546, 2010;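 note: Gal4-VP16 expression switched on by copper sulfate through the metallothionein promoter; % is set by controls: 0 for no effect and ±100 for the full control effect; nearly all actives have a fitted effect of over 50% in size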
* hit, by the source's call; ? = inconclusive; . = no result given; [ ] = remark or other dose. Unless noted, calls come from the whole dose curve; as a rule, active = well fitted curve in the direction sought with a large enough effect; inconclusive = small, poorly fitted or top-dose-only effect, or another doubt; inactive = no such curve, though single readings can be large; an effect the other way counts as inactive or inconclusive. Potency is the fitted concentration of half-maximal effect.

SMILES	RORgamma inh	uPA surface inh	BRCA1 expr up	Rab9 promoter act	NPC1 promoter act	CXXC DNA block	ELG1 genotoxic	MBNL1-CUG inh	FLuc modulator	p53 reactivator	Gal4-VP16 FLuc
CCC1CCCCN1C(=O)c1c[nH]c2ccc(S(=O)(=O)N(C)c3ccc(Cl)cc3)cc2c1=O (configuration not stated)	-17%	4%	-18%	7%	3%	-9%	-5%	2%	3%	0%	4%
N#Cc1ccc(-c2cccnc2)nc1SCC(=O)Nc1sc2c(c1C#N)CCC2	13µM*	.	-18%	-3%	9%	43%[activator]	4%	-3%	2%	-2%	?
Cc1cc(C)cc(OCC(=O)N/N=C/c2ccco2)c1	-18%	0%	-6%	-4%	-1%	1%	1%	-5%	1%	-4%	-11%
COc1ccc(NC(=O)c2cccc3c2C(=O)N(C2CCCCC2)C3)cc1	-7%	1%	3%	-13%	0%	-1%	1%	0%	?	-2%	-10%
CCN(CC(=O)NCCc1ccccc1)S(=O)(=O)c1ccc(C)cc1	-1%	1%	-8%	2%	-2%	18%	-4%	-5%	0%	-10%	-16%
O=C(NCc1ccc2c(c1)OCO2)c1c(Cl)cccc1Cl	-12%	-1%	-27%	-1%	2%	5%	-8%	-10%	5%	6%	-12%
CC(=O)c1cccc(NC(=O)CN(c2ccc(F)cc2)S(C)(=O)=O)c1	26%	0%	-16%	12%	15%	8%	10%	-5%	-12%	7%	4%
CC1(C)COC(c2ccc(F)c([N+](=O)[O-])c2)=N1	-30%	-7%	-52%	0%	1%	3%	0%	?	-2%	-32%[inhibitor]	-11%
CCC12CN(C(=O)c3ccc(C)cc3)CC(CC)(CN(C(=O)c3ccc(C)cc3)C1)C2=O	3%	5%	-6%	-12%	-2%	3%	-2%	-6%	-1%	-14%	6%
Cc1ccc(/C=c2\sc3n(c2=O)CN(c2ccc(Br)cc2)CN=3)o1	-20%	-7%	-27%	0%	9%	10%	-1%	?	?	8%	-3%
CCN(CC)CCCN(CC(=O)N(C)Cc1ccccc1)C(=O)c1ccc([N+](=O)[O-])cc1	-26%	25%	1%	3%	0%	-2%	0%	?	1%	1%	-4%
CC1CC(C)CN(S(=O)(=O)c2cccc(C(=O)OCCN3CCCC3=O)c2)C1 (configuration not stated)	-7%	0%	0%	1%	-2%	-4%	-3%	-5%	1%	-6%	11%
Cc1ccc(/C=N/NC(=O)c2ccc(N(C)S(=O)(=O)c3ccccc3)cc2)cc1	-15%	-2%	-1%	0%	-1%	3%	-38%[inhibitor]	6%	8.5µM*	-7%	?
c1c2c(cc3sc(N4CCCCC4)nc13)OCO2	10µM*	-8%	?	0.32µM*	0.4µM*	-4%	?	8%	0.67µM*	?	11µM*
O=C(Nc1ccccc1N1CCCC1)c1ccco1	-9%	4%	26%	-4%	3%	1%	0%	2%	-3%	1%	-10%
COc1ccc(NC(=O)CN(C)C(=O)/C=C/c2cn(-c3ccccc3)nc2-c2cccs2)cc1	.	-1%	-28%	-3%	-3%	.	-26%	.	?	1%	.
O=C(O)CCC(=O)N1CCN(Cc2ccc3c(c2)OCO3)CC1	-5%[1.91 µM]	1%	0%	-1%	-2%	-7%	1%	0%	-1%	.	-1%
O=[N+]([O-])c1ccc(N2CCN(S(=O)(=O)c3ccc4ccccc4c3)CC2)cc1NCC1CCCO1 (configuration not stated)	-4%	-5%	3%	-6%	0%	2%	0%	12%	0%	-1%	-12%
Cn1cc(S(=O)(=O)N2CCOCC2)cc1C(=O)NCCc1ccccc1	18%	-3%	35%	2%	1%	.	1%	-8%	2%	.	-2%
COc1ccc(/C=C2/CCc3ccccc3C2=O)cc1OC	?	-4%	-30%	-2%	3%	-4%	?	2%	3.4µM*	?	?
COc1ccc(N2CC(C(=O)N3CCN(C(=O)c4ccco4)CC3)CC2=O)cc1 (configuration not stated)	-23%	4%	-20%	-2%	-11%	5%	1%	-4%	0%	3%	15%
CCCNC(=O)C(Cc1cccc(Cl)c1)NC(=O)c1ccccc1 (configuration not stated)	.	1%	0%	-4%	-2%	.	1%	.	-2%	17%	.
Cc1ccc(C(=O)NC2CCSC2=O)cc1 (configuration not stated)	41%	-1%	17%	-8%	0%	5%	6%	-1%	4%	0%	15%
COc1ccc(C(CNS(=O)(=O)c2ccc(F)cc2)N2CCN(C)CC2)cc1 (configuration not stated)	.	-1%	-9%	-3%	0%	.	-1%	.	-1%	-7%	.
COc1cc(/C=C(\C#N)C(=O)Nc2ccc(SC(F)F)cc2)cc(OC)c1OC	-6%	4%	1%	-1%	1%	11%	0%	-3%	0%	4%	16%

Structural class, those above with a Cl atom (3)
SMILES	RORgamma inh	uPA surface inh	BRCA1 expr up	Rab9 promoter act	NPC1 promoter act	CXXC DNA block	ELG1 genotoxic	MBNL1-CUG inh	FLuc modulator	p53 reactivator	Gal4-VP16 FLuc
CCC1CCCCN1C(=O)c1c[nH]c2ccc(S(=O)(=O)N(C)c3ccc(Cl)cc3)cc2c1=O (configuration not stated)	-17%	4%	-18%	7%	3%	-9%	-5%	2%	3%	0%	4%
O=C(NCc1ccc2c(c1)OCO2)c1c(Cl)cccc1Cl	-12%	-1%	-27%	-1%	2%	5%	-8%	-10%	5%	6%	-12%
CCCNC(=O)C(Cc1cccc(Cl)c1)NC(=O)c1ccccc1 (configuration not stated)	.	1%	0%	-4%	-2%	.	1%	.	-2%	17%	.

The list goes on.
SMILES	RORgamma inh	uPA surface inh	BRCA1 expr up	Rab9 promoter act	NPC1 promoter act	CXXC DNA block	ELG1 genotoxic	MBNL1-CUG inh	FLuc modulator	p53 reactivator	Gal4-VP16 FLuc
COC(=O)c1sc2ccccc2c1-n1cccc1C(=O)C(=O)Nc1ccc(OC)cc1	6%	9%	-42%	28%	?	-6%	0%	3%	0%	3%	-1%
COc1ccc(CC(=O)Nc2cc(S(=O)(=O)N3CCCCC3)ccc2C)cc1OC	?	-1%	-47%	-24%	-30%[inhibitor]	-3%	-6%	1%	3%	0%	?
COc1ccc(CSc2n[nH]c(C)n2)cc1Br	40%	-7%	?	17%	22%	0%	?	-13%	-16%	9%	12%
COc1ccc(CNCC(=O)Nc2cc(OC)cc(OC)c2)cc1	51%	9%	-37%	5%	-2%	12%	-3%	-5%	2%	-3%	-5%
CC(C)(O)CC[C@@H](O)[C@](C)(O)[C@H]1CC[C@@]2(O)C3=CC(=O)[C@@H]4C[C@@H](O)[C@@H](O)C[C@]4(C)C3CC[C@]12C (some centres not stated)	-41%	-6%	7%	5%	-5%	-15%	2%	-3%	0%	4%	-13%
CCOC(=O)c1c(N=CN(C)C)c2cc([N+](=O)[O-])cnc2n1C	-7%	-6%	-19%	1%	-1%	?	0%	?	3%	-3%	-4%
CC(C)[C@H](NC(=O)c1nn(Cc2ccccc2)c(=O)c2ccccc12)C(=O)O	-18%	3%	-10%	-3%	-4%	10%	-1%	2%	3%	2%	-7%
COc1ccc(C(NC(=O)C(C)C)c2c(O)ccc3ccccc23)cc1OC (configuration not stated)	-1%	-1%	-30%	2%	0%	-3%	3%	.	4%	-4%	-4%
c1ccc(-c2csc(N3CCN(c4ccccn4)CC3)n2)cc1	26%	1%	86%	?	?	1%	-14%	6%	11µM*	27%	?
O=c1c2ccccc2nc(-c2ccco2)n1-c1nc2ccccc2s1	36%	4%	1%	5%	7%	-4%	6%	-11%	15µM*	16%	-13%
Cc1cccc(OCC(=O)NCc2cc(C)nc3ccccc23)c1	14%	-1%	0%	1%	-8%	8%	-4%	0%	-6%	-8%	0%
O=C(Cc1ccccc1)Nc1ccc(NC(=O)Cc2ccccc2)c(Cl)c1	-7%	5%	5%	1%	-7%	2%	1%	-6%	0%	6%	-1%
CC(=O)Nc1cc(OC(=O)c2ccco2)cc(OC(=O)c2ccco2)c1	1%	0%	9%	4%	-3%	158%[activator]	-3%	-3%	0%	-1%	-7%
O=C(CSc1ccc(-c2cccc([N+](=O)[O-])c2)nn1)N1CCCC1	4%	0%	19%	14%	1%	7%	8%	?	-9%	5%	3%
c1ccc2c(c1)[nH]c1c(N3CCN(C4CCCCC4)CC3)ncnc12	1%	0%	-9%	-5%	-6%	0%	-5%	?	2%	-17%	-5%

Not all compounds are listed; the hit share may differ from the screen's.
